V-ATPase pH: regulators of yeast V-ATPase proton pumping, primary screen, pHLuorin cytosolic pH fluorescence | S. cerevisiae | response, % at 10 µM | hit rate 0.37% among 350,000 | AID 504577, 2011; in the data active means response mostly above about 7.3%, no sharp cut-off; inactive means mostly below about 5.4%; further: actives read high; inactives centre near 0; some compounds called inactive have numbers as strong as hits
CAL PDZ FP-1: untagged CAL PDZ binding inhibitors, primary screen, biochemical, fluorescence polarization, HTS | purified CAL PDZ, TMR-peptide fluorescence polarization, 1 h | inhibition, % at 24.9 µM | AID 602252, 2012 | Golgi-associated PDZ and coiled-coil motif-containing protein (Homo sapiens), Q9HD26 | hit rate 0.92% among 300,000;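 active means mean inhibition of at least 30% with at least half of replicates also reaching 30%; inconclusive means no clear call, values can overlap the other calls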;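 further: 0% = DMSO neutral control and 100% = excess unlabeled competitor peptide PRC23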
Tat transport: E. coli Tat export inhibitors, primary screen, MC4100, TorA-mCherry reporter, fluorescence, single point | AID 488895, 2010 | inhibition, % at 10 µM | hit rate 0.036% among 340,000;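 active means mean replicate inhibition at least 50% and at least half of replicates individually reaching 50%; inconclusive means only one of the two criteria met; inactive means neither criterion met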;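 further: exported cargo escapes ClpAP degradation while cytoplasmic cargo is degraded and loses fluorescence; 0% = median of neutral control wells and 100% = median of NaSCN control wells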
CAL PDZ FP-2: CAL PDZ peptide-binding inhibitors, primary screen, biochemical, fluorescence polarization, Cer-tagged CAL PDZ, HTS; Golgi-associated PDZ and coiled-coil motif-containing protein (Homo sapiens), Q9HD26; purified CAL PDZ, TMR-peptide fluorescence polarization, 1 h; inhibition, % at 20 µM; hit rate 0.02% among 330,000; AID 504414, 2011;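 active means highest replicate inhibition of at least 40%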;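 further: plate controls were DMSO neutral control wells for no effect and unlabeled competitor peptide control wells for full effect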
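Test system: purified CerCALP PDZ construct; Compound dosing: one concentration, 20 µM compound; Also added: TMR-labelled reporter peptide T*-PRC34 bound in PDZ groove; Read-out: inhibition from polarization loss; Controls: unlabelled peptide and DMSO controls; Signal: FP readout, S and P plane fluorescence; Incubation: 1 h at RT.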
RTF Ca sens act: cardiac RTF calcium sensitivity activators, primary screen, biochemical, IANBD-TnC fluorescence, EC20 calcium; activation, % at 7.2 µM; hit rate 0.24% among 340,000; IANBD-labeled TnC RTF fluorescence at EC20 calcium; 0% EC20 calcium, 100% full calcium; AID 493008, 2010; Troponin I, cardiac muscle (Homo sapiens) + Troponin T, cardiac muscle (Homo sapiens) + …;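 active means activation above the mean over all tested compounds plus 3 SD, cut at about 30% in these data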;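 further: rise in fluorescence read as greater calcium sensitivity of cardiac thin filaments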
dFosB activator: activators of delta FosB homodimer, primary screen, biochemical, fluorescence polarization, TAMRA-CDK5 oligo, single point. activation, % at 25 µM. purified delta FosB; percent of positive-control signal above neutral wells. hit rate 0.99% among 340,000. AID 493131, 2011;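 active means mean activation above about 17%, with every replicate also reaching it, limit read from the data, passing the limit was not always enough; inconclusive means only one of the two conditions met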;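 further: fluorescence polarization rise as delta FosB binds a TAMRA Cdk5 AP-1 oligo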
Target sequence (P13346 whole entry, looked up): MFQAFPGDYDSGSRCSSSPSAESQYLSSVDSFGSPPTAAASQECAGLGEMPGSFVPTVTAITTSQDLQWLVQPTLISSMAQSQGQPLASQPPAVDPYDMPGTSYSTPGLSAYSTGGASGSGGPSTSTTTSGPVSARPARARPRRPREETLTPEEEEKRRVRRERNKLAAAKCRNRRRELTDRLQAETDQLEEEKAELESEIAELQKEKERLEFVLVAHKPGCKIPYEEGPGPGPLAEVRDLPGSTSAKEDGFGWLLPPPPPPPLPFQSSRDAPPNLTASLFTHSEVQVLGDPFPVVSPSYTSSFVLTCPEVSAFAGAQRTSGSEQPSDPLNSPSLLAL
CDK5 inh: inhibitors of human CDK5/p35 kinase, primary screen, biochemical, single concentration; hit rate 0.01% among 330,000; inhibition, % at 10 µM; Cyclin-dependent kinase 5 (Homo sapiens) + Cyclin-dependent kinase 5 activator 1 (Homo …; Recombinant CDK5/p35, ADP-Glo luminescence, 60 min;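 active means highest replicate inhibition of at least 50% and at least 75% of replicates reaching 50%; inconclusive means only one of the two criteria met; inactive means both criteria failed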;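 further: plate controls were DMSO neutral control for no effect and GW8510 at 10 µM for full effect; many of its hits are not listed in these tables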
MITF TRPM1 HTS: activators of MITF-driven TRPM1 promoter reporter, primary screen, cell-based, SK-MEL-5, luciferase, single point | SK-MEL-5 TRPM1-promoter luciferase, 24 h; % of positive control, neutral wells = 0 | activation, % at 12.5 µM | hit rate 0.75% among 300,000 | AID 588334, 2011;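 active means mean activation of at least 80% with every replicate also reaching 80%; inconclusive means mean reaches 80% but some replicate falls short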;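 further: 0% = neutral control wells and 100% = parthenolide positive control wells; values of inactives mirror those of a sister screen read the other way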
Rtt109 Vps75: inhibitors of C. albicans Rtt109/Vps75 HAT, primary screen, biochemical, ThioGlo CoA-SH fluorescence, plate reader. AID 540336, 2011. hit rate 0.16% among 330,000. inhibition, % at 34.9 µM. purified Rtt109/Vps75, 4 h. Histone acetyltransferase RTT109 (Candida albicans (strain SC5314 / ATCC MYA-2876)), …;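 active means inhibition of at least 50% in every replicate; inconclusive means best replicate reaches 50% inhibition but some replicates fall short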
Target sequence (Q5AAJ8 whole entry, looked up): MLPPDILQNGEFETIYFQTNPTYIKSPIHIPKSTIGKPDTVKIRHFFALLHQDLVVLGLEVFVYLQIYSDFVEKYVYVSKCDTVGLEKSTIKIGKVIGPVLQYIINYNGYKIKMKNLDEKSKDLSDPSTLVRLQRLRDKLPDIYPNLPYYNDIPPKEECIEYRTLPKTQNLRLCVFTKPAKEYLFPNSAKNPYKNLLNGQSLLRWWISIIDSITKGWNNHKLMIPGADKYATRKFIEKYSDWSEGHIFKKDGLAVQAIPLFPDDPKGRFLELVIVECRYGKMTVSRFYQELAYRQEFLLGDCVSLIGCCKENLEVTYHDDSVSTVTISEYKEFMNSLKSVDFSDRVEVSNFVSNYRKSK
Wnt bcat act: Wnt/beta-catenin pathway activators, primary screen, cell-based, plate reader, single point; Wnt/beta-catenin reporter cell assay, activator; activation, % at 9.35 µM; hit rate 1.2% among 300,000; in the data active means activation above about 30%, passing the limit was not always enough; inconclusive means no clear call, values can overlap the other calls;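 further: 0% = neutral control wells and 100% = positive control wells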
* marks the source's active call; other numbers are inactive results; ? = inconclusive; nt = no result given.

SMILES	V-ATPase pH	CAL PDZ FP-1	Tat transport	CAL PDZ FP-2	RTF Ca sens act	dFosB activator	CDK5 inh	MITF TRPM1 HTS	Rtt109 Vps75	Wnt bcat act
CC1(C)NC(=O)N(Cc2cc(=O)n3ccsc3n2)C1=O	-1.9	-1.9	-3.7	-2.4	2.2	0.7	1.2	-3.9	-4.2	0.9
O=C(O)CCC(=O)Nc1nc(-c2ccccc2)cs1	3.0	2.7	0.4	-1.0	-1.4	0.0	-0.7	-7.0	-3.4	nt
CCCCSc1nnc(-c2cc(Br)ccc2N)c(=O)[nH]1	-2.9	-2.2	-1.0	-2.4	-8.8	-2.6	0.7	-12.7	-6.9	nt
CC(Cc1ccccc1)=NNc1ccc([N+](=O)[O-])cc1[N+](=O)[O-]	-4.4	-0.2	-7.4	0.3	-8.4	1.3	0.7	-12.4	-7.9	-2.7
COc1cc(NC(=O)Cn2nc(C(F)(F)F)c3c2CCCC3)cc(OC)c1OC	1.8	-0.4	1.0	0.6	5.0	1.9	-0.4	-13.4	-22.8	-2.9
OC[C@H]1O[C@@H](Oc2ccc(O)cc2)[C@H](O)[C@@H](O)[C@@H]1O	3.7	0.2	-5.9	-1.9	3.2	-5.0	0.1	-12.4	1.2	-0.4
O=[N+]([O-])c1ccc(NCCOc2ccccc2Cl)nc1	-2.1	-6.6	3.7	0.2	-3.1	-7.6	7.3	nt	2.5	1.1
CCOc1ccc(NC(=O)CCCc2cc(-c3ccc(OCC)cc3)on2)cc1	1.3	-0.4	0.4	-1.2	1.1	2.3	0.2	nt	-4.4	-3.5
CSc1ncccc1C(=O)NC(C)C1CC2CCC1C2 (stereo unspecified)	1.9	-1.6	-4.1	-1.6	-2.7	0.9	-1.0	33.3	-3.0	-1.3
COc1ccc(CNC(=S)Nc2ccccc2Cl)cc1	0.5	-4.8	-7.5	-3.4	4.4	6.7	1.6	-5.1	11.6	1.6
CCOC(=O)C1CCN(S(=O)(=O)c2ccc(C(C)(C)C)cc2)CC1	-0.6	-2.0	2.5	-0.2	-1.7	-2.6	0.9	-4.6	-7.0	-6.9
O=C(O)CCCc1nc2ccccc2s1	-1.6	nt	-3.7	0.5	-2.4	-5.4	-1.1	nt	8.7	nt
Cc1ccnc(Nc2nc3ccccc3o2)n1	1.2	-3.1	11.5	-0.1	2.0	-1.2	-1.8	-17.0	-0.7	3.6
COC(=O)c1cccc(OCC(O)Cn2cnc3cc(C)c(C)cc32)c1 (stereo unspecified)	-5.3	2.4	3.3	-1.3	0.1	-5.2	-1.5	nt	3.5	nt
CSc1cccc(NC(=O)CN(c2cccc(C)c2)S(C)(=O)=O)c1	-2.0	-2.6	-8.5	-2.5	-1.4	-7.2	0.3	nt	nt	0.8
CC(C)(NC(=O)c1cc(Cl)c2ccccc2c1O)C(=O)O	0.7	-5.2	-6.4	nt	5.2	4.0	-4.7	-11.6	8.1	-2.3
O=C(Nc1ccccc1C(=O)N1CCN(Cc2ccccc2)CC1)c1ccccc1	0.5	-16.9	0.1	-0.4	2.3	-0.1	-1.1	6.4	-1.9	0.5
C=CCOc1cccc(CNCc2ccncc2)c1	1.1	nt	-5.9	-1.0	-1.7	1.0	0.5	-6.3	4.9	-2.6
CN1CCN(C(=S)Nc2ccc([N+](=O)[O-])cc2)CC1	-1.1	0.9	-6.9	-2.0	3.5	-2.0	0.5	22.4	7.1	nt
O=C(Cn1cc(C(F)(F)F)cc(Cl)c1=O)Nc1ccc(N2CCOCC2)cc1	-2.6	-1.0	-2.2	0.2	-0.5	1.9	-0.9	-6.7	0.8	-0.2
CCOc1ccc(N2CC(C(=O)NCCc3c[nH]c4ccc(OC)cc34)CC2=O)cc1 (stereo unspecified)	5.2	-2.0	1.5	-1.3	-6.0	-12.1	-0.7	5.0	-3.0	2.8
Cn1ncc([N+](=O)[O-])c1C(=O)Nc1ccccc1C(=O)O	-2.5	-3.5	-3.3	0.6	-3.2	5.2	0.5	-5.3	-4.4	-0.6
Cc1cc(C(=O)OCC(=O)NNC(=O)c2cccs2)ccc1[N+](=O)[O-]	-4.7	-3.6	3.6	-1.7	-2.6	-13.3	-0.1	22.2	-2.9	-1.5
Cc1ccn(CCC(=O)Nc2ccc(-c3ccno3)cc2)n1	-1.6	-3.8	-16.3	-2.8	-6.4	-0.5	1.9	-1.0	-4.6	2.5
CN=C1SC(CC(=O)Nc2cc(Cl)ccc2Cl)C(=O)N1C (stereo unspecified)	-4.3	nt	5.2	-1.0	1.6	-7.4	-1.3	6.2	2.4	-2.9
CC(/C=C/c1ccccc1)=N\NC(=O)CSc1ccccn1	-5.9	nt	7.2	-1.1	11.8	-4.5	-2.6	3.1	8.2	-1.8
C/C(=N\Nc1nccnc1Cl)c1ccc(Cl)c(Cl)c1	-0.3	-2.1	-2.0	0.0	16.4	0.1	0.9	nt	2.9	6.7
O=C(NCCCN1CCOCC1)c1ccc(-c2ccc(Cl)cc2)o1	-1.1	3.0	-6.9	-2.1	0.0	-16.5	-1.3	2.9	5.3	7.5
O=c1c(Br)c(N2CCCC2)cnn1-c1ccccc1	3.2	-6.7	-0.4	-0.7	-8.0	4.6	1.7	16.4	-1.2	nt
CCN(C[C@H]1N[C@@](Cc2ccccc2)(C(=O)OC)[C@H]2C(=O)N(Cc3ccccc3)C(=O)[C@@H]12)C(=O)COc1ccccc1	-1.6	1.8	1.0	0.1	-1.3	-16.8	-0.6	-3.8	0.1	-0.8
Cc1ccccc1NC(=O)NCCCN1CCCC1	4.2	3.3	-4.6	0.3	2.0	-0.6	-1.8	3.6	5.4	-0.7
CCn1c(NC(=O)c2ccco2)c(-c2ccccc2Cl)c(=O)c2ccccc21	1.5	nt	-9.5	-0.6	-4.9	4.4	1.2	-3.1	-5.3	nt
Cc1ccc(C(=O)N(C)CCOc2ccccc2)cc1S(=O)(=O)N1CCOCC1	0.1	-2.9	-9.3	0.5	-0.3	-2.6	-1.4	1.1	-4.0	2.3
O=C(NCc1ccccc1)C1CCCN(c2ncnc3c2nc2n3CCCCC2)C1 (stereo unspecified)	-3.2	10.7	5.3	0.0	-3.3	-12.2	-0.3	-2.7	-14.7	-3.6
CN(C)CCNc1oc(COc2cccc(Cl)c2)nc1C#N	0.4	1.0	-1.3	-1.4	-4.7	3.1	-0.6	-3.5	-0.2	nt
COCCNC(=S)N1CCN(c2ccc(Cl)cc2)CC1	-1.6	-1.3	-2.1	-0.7	2.4	-4.9	2.6	0.2	43.7	nt
Cc1nn(-c2ccccc2)c(C)c1NC(=O)COC(=O)CCc1ccccc1	-3.7	0.6	0.7	-1.7	-2.0	-2.0	1.2	0.6	6.3	-0.2
COc1ccccc1OCCNC(=O)c1ccc(C)o1	2.0	nt	5.0	-0.7	-1.7	-4.7	0.6	-5.9	-3.6	-2.7
COc1cc2[nH]c(=O)n(C3CCCCC3)c(=O)c2cc1OC	-1.1	-2.1	-3.6	-1.4	4.1	3.5	0.6	4.2	-8.3	nt
CCN(C(=O)CSc1nc2ccccc2o1)C1CCS(=O)(=O)C1 (stereo unspecified)	6.5	-0.8	1.3	-1.6	7.8	9.3	0.5	18.1	-5.3	-0.7
O=C(O)c1ccc(-c2nc(-c3ccc(Cl)cc3Cl)cs2)cc1	0.1	-3.0	-1.8	-2.8	0.4	-10.4	-1.3	?	nt	3.6
COc1cc(CN2CCCC(CO)(Cc3ccccc3F)C2)ccc1O (stereo unspecified)	3.2	2.9	-2.9	-0.3	-1.7	-2.5	-2.3	nt	7.3	1.1
Cc1oc(C(=O)O)cc1CSc1nnc(-c2ccccc2)n1C	-4.5	25.8	1.2	-2.5	13.9	-4.8	-1.5	nt	-2.2	-4.7
CC(C)c1ccccc1NCC(=O)N1CCN(Cc2ccccc2)CC1	2.0	-11.1	-2.2	1.4	3.4	-6.2	-1.3	4.9	-2.9	1.3
CCc1nc2c(nnn2Cc2ccc(F)cc2)c(=O)[nH]1	-1.5	5.0	-5.4	-1.5	-3.7	3.6	0.2	4.8	-13.8	nt
Cc1ccc(Oc2ncc(CN3CC(C)OC(C)C3)s2)cc1 (stereo unspecified)	2.5	-2.5	-5.9	-2.5	-5.1	-3.8	0.1	nt	-3.4	?
Cn1c(C(=O)N2CCC(C(=O)N3CCN(Cc4ccc5c(c4)OCO5)CC3)CC2)cc2sccc21	5.5	nt	9.5	-0.1	4.2	-3.2	-8.5	nt	5.7	-1.0
CCCCN1C(C(=O)Nc2cc(C)on2)=C(O)c2ccccc2S1(=O)=O	1.6	-3.3	0.7	-0.4	3.3	2.8	-0.5	-6.8	2.6	-2.5
CSc1ccccc1OCc1cc(C(=O)N2CCCC(C)C2)no1 (stereo unspecified)	2.5	-5.3	3.6	-0.4	-0.5	-6.2	0.1	158.6*	2.6	50.7*
O=C1NC2(CCCCC2)N=C1c1ccc(F)cc1	0.2	-1.2	-6.1	-0.5	3.7	-6.4	0.6	-2.2	-9.4	nt
Nc1[nH]ncc1-c1ccc(F)cc1	7.7	-5.0	2.2	-1.1	5.5	-9.1	-0.5	15.7	2.4	-2.7
O=C(/C=C/c1cccs1)NC1CC1	-1.2	4.3	6.1	-3.3	1.9	4.7	-3.9	24.2	7.7	-0.3
COC(=O)C1=C(C)NC2=C(C(=O)CCC2)C1c1cccc(C)n1 (stereo unspecified)	3.0	-4.1	-2.2	-0.8	1.7	-7.0	-1.1	nt	2.8	nt
Cc1nn(Cc2noc(C(=O)NCc3ccc(F)cc3)n2)c(C)c1Br	-2.2	-4.7	0.6	-1.5	1.5	-10.6	1.8	-10.0	3.3	27.6

Assay outcomes (PubChem BioAssay)

Rows were taken by chance; 4.1% or so of the library scored in one or more.
